High-throughput results (PubChem)
FXIIa inh = blocks human coagulation factor XIIa protease activity | P00748 | purified FXIIa, Boc-QGR-AMC fluorogenic substrate, 2 h | inhibition, % at 5 µM | 0.3% of 220,000 active | AID 800; in the data active = inhibition above about 40%;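 also: 0% = enzyme with no compound and 100% = blank without enzyme; many of its hits are not listed in these tables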
p97 ATPase inh = inhibitors of human p97 ATPase. recombinant p97 ATPase, Kinase-Glo ATP luminescence, 3 h. inhibition, % at 8 µM. 0.42% of 220,000 active. AID 1481; in the data active = inhibition above about 15%;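 also: 0% = DMSO vehicle and 100% = wells lacking enzyme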
14-3-3 Bad inh = disrupts binding of bovine 14-3-3 zeta to phospho-Bad peptide; P63103; TR-FRET 14-3-3zeta/Dy647-pBad peptide displacement, 1 h; inhibition, % at 21.7 µM; 0.71% of 220,000 active; AID 781;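 active = inhibition above about 70%, limit read from the data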;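 also: 0% = full 14-3-3 plus peptide FRET controls and 100% = background without 14-3-3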
Target sequence (P63103 whole entry, looked up): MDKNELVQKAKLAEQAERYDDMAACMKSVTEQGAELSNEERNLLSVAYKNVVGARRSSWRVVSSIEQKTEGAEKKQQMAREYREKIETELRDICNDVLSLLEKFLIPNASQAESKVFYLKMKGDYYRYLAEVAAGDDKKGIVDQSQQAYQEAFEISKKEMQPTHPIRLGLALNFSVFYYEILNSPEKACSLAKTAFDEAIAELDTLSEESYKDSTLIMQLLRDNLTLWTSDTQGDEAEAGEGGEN
Rad51 HR inh = Rad51 (human) homologous recombination inhibition. Q06609. hRad51 DNA strand exchange, fluorescence dequenching. inhibition, % at 10 µM. 0.085% of 200,000 active;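 active = inhibition above 40% at the single screening dose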;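 also: 0% = DMSO control wells and 100% = blanks with heterologous ssDNA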
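Test system – preformed human Rad51 ssDNA filaments · Reagent – Donor/quencher-labelled 47-bp dsDNA substrate · Incubation – 37 °C 15-min filament assembly, 30-min compound preincubation, 15-min exchange · Signal – FRET fluorescence dequenching, excitation 485 nm, emission 520 nm · Read-out – percent inhibition from fluorescence, normalised to plate control and blank means · Benchmarks – plate control and blank wells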
MDM2 E3 inh = blocks human Mdm2 ubiquitin ligase activity | Q00987 | cell-based MDM2 ubiquitination luciferase reporter, 2 h; 0 = plate control, 100 = twice control, blank-subtracted | signal enhancement, % at 5 µM | 0.11% of 210,000 active | AID 1230;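 active = signal enhancement of 30% or more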;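 also: luminescence tracks abundance of the self-degrading MDM2-luciferase fusion protein; higher signal means inhibition of MDM2 E3 ligase activity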
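Assay system: stable mammalian line carrying autodegrading MDM2–luciferase fusion reporter; amount: 2000 cells seeded into each well; buffer or medium: DMEM; benchmarks: plate control and blank wells; signal: luciferase luminescence; timing: 2 h compound exposure at 37 °C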
Wee1 degr inh = human Wee1 degradation inhibition, primary screen | reporter increase, % at 5 µM | P30291 | HeLa Luc-Wee1K328M stability, luciferase luminescence; 100% = proteasome inhibitor MG132 effect | 1.2% of 220,000 active;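 active = activation above the mean of all tested compounds plus 3 SD, set per screening run, cut at about 8.8% in these data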;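 also: cells exposed to compound for 20 h before luminescence read; 0% = DMSO alone and 100% = MG132 at 30 µM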
hK5 inh = inhibitors of human kallikrein 5; Q9Y337; recombinant hK5, fluorogenic AMC substrate cleavage; inhibition, % at 5 µM; 0.59% of 210,000 active;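 active = inhibition of 40% or more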;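 also: 0% = enzyme controls without compound and 100% = no-enzyme blanks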
Target sequence (Q9Y337 67-293 limits assumed): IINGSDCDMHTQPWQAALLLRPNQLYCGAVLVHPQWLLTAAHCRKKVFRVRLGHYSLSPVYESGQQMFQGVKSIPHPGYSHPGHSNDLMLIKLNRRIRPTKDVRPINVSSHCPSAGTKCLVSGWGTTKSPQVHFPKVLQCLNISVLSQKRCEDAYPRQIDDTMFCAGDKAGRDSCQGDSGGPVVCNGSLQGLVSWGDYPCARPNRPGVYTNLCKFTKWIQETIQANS
eIF4E 4G PPI = blocks eIF4E binding to eIF4G; inhibition, % at 21.7 µM; P63073+Q04637; 0.37% of 220,000 active; TR-FRET eIF4E-eIF4GI(517-606) binding, 2 h;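 active = inhibition above about 30%, limit read from the data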;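 also: 0% = full FRET control wells and 100% = background wells lacking eIF4GI fragment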
FXIa inh = inhibitors of human coagulation factor XIa; P03951; purified FXIa, Boc-Glu-Ala-Arg-AMC fluorogenic substrate; inhibition, % at 5 µM; 0.14% of 220,000 active;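 active = inhibition of at least 40%; inactive = inhibition below 40%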;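 also: fluorescence of freed AMC excited at 355 nm; 0% = enzyme without compound and 100% = no enzyme blank; many of its hits are not listed in these tables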
Target sequence (P03951 19-387 limits assumed): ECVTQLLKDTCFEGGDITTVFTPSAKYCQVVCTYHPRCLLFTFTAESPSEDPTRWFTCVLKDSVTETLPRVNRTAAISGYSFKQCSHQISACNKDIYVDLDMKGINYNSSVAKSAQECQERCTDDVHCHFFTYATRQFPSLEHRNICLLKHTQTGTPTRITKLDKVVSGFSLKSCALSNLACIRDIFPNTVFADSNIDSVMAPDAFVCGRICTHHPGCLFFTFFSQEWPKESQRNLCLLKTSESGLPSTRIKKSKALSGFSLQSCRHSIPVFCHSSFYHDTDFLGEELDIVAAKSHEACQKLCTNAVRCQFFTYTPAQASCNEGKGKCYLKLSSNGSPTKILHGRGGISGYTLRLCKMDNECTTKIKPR
Target sequence (P03951 388-625 limits assumed): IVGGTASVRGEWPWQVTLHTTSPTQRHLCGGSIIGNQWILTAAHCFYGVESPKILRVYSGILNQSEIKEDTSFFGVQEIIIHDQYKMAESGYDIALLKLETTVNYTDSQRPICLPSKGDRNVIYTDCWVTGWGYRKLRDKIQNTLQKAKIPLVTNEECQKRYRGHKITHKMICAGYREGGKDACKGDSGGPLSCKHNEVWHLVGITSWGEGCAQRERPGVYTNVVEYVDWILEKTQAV
* marks the source's active call; other numbers are inactive results; nt = not tested or not shown; [ ] = another dose, or the depositor's remark.

The opening 2 entries, ahead of the listing:
SMILES	FXIIa inh	p97 ATPase inh	14-3-3 Bad inh	Rad51 HR inh	MDM2 E3 inh	Wee1 degr inh	hK5 inh	eIF4E 4G PPI	FXIa inh
Cc1ccc(S(=O)(=O)N(C)c2cc(S(=O)(=O)Nc3ccncc3)c(C)cc2C)cc1	11	2	-9[fluorescence artefact?]	1	-2	-3	-14	12[fluorescence artefact?]	2
CCCCCCCCNc1ncnc2ccccc12	10	-1	10	16	-23	2	-18	5	0

Main list, previewed entries included:
SMILES	FXIIa inh	p97 ATPase inh	14-3-3 Bad inh	Rad51 HR inh	MDM2 E3 inh	Wee1 degr inh	hK5 inh	eIF4E 4G PPI	FXIa inh
Cc1ccc(S(=O)(=O)N(C)c2cc(S(=O)(=O)Nc3ccncc3)c(C)cc2C)cc1	11	2	-9[fluorescence artefact?]	1	-2	-3	-14	12[fluorescence artefact?]	2
CCCCCCCCNc1ncnc2ccccc12	10	-1	10	16	-23	2	-18	5	0
CCOC(=O)N1CCN(C(=O)c2ccc(Cl)nc2)CC1	15	-2	-4	21	nt	-1	4	-12	6
CC1=Nc2cc(C(=O)NCC3CCCO3)ccc2Sc2ccc(Br)cc21 (stereo not drawn)	11	-3	6	-12	-10	5	2	2	2
Nc1cc(N)cc(-c2nc3ccccc3[nH]2)c1	23	11	70	-10	-21	7	-23	-5	16
O=C(Nc1ncc(C(F)(F)F)cc1Cl)C1COc2ccccc2O1 (stereo not drawn)	9	-5	-4	7	-18	4	1	-1	-4
CCOC(=O)CN1C(=N)N(c2nc(NC(C)C)nc(OC)n2)CC1=O	0	2	-1	3	-1	0	-4	3	-5
O=C(c1ccccc1)c1ccc(C(=O)N2CCN(c3ccc(F)cc3)CC2)o1	-10	3	-24	-9	-14	-1	5	-4	0
CCCc1cc(=O)[nH]c(SCC(=O)NC)n1	17	-1	2	7	-23	2	-11	-5	2
CN(C)c1ccc(-c2nnn(CC(=O)Nc3ccc4c(c3)OCCO4)n2)cc1	3	10	-12	10	-2	-1	-2	-2	-3
Cn1c(SCCN2CCCCC2)nnc1-c1ccccc1Br	-5	1	65	0	-6	3	-29	3	-7
CC1(C)CC2(CCO1)OC(=O)CC2C(=O)NCCc1ccccc1 (stereo not drawn)	1	-1	-9	-4	-18	-4	-4	-2	-3
Cc1nc2ccc(N)cc2s1	3	3	5	-6	-19	-1	-6	-2	2
Clc1ccc2nc(C3CCN(Cc4ccccc4)CC3)[nH]c2c1	10	3	2	-9	-4	-1	7	2	-25
NC(N)=Nc1nc(-c2ccccc2)c2cc(F)ccc2n1	7	-4	4	-5	-30	-4	-2	3	5
COc1ccc(CNC(=O)c2ccc3c(=O)n(CCCN4CCCC4=O)c(=S)[nH]c3c2)cc1	-3	1	0	22	-9	4	-23	-1	-8
O=C(Cn1cc(C(F)(F)F)ccc1=O)NCCc1ccc(Cl)cc1Cl	8	-7	-16	15	-90	3	37	2	5
O=C(/C=C/c1ccco1)N1CCN(C/C=C/c2ccccc2)CC1	12	-3	-1	-12	3	-2	-11	6	3
CCN(CC)S(=O)(=O)c1cccc(N=NC2=C(O)CCCC2=O)c1	5	2	-10[fluorescence artefact?]	-3	0	1	-15	-3	2
N[C@@H](Cc1c[nH]c2ccccc12)C(=O)O	7	nt	-1	-6	-6	nt	0	-18	-1
CCCCN(CCCC)Cc1ccc(N)cc1	-2	0	-6	5	-7	5	-11	-5[fluorescence artefact?]	3
COc1ccc(N(CC(=O)Nc2cc(OC)ccc2OC)S(=O)(=O)c2c(C)nn(C)c2C)cc1	6	-4	-4	nt	-4	-1	-4	-1	1
Cc1cc(Sc2nc(N(C)C)nc(N(C)C)n2)nc(Cl)n1	7	-5	1	-10	-3	-3	5	0	0
CC(C)Oc1cccc(C(=O)C2CCCN(C(=O)c3ccoc3)C2)c1 (stereo not drawn)	8	0	-8	-11	1	-1	4	-2	2
CCN(CC)S(=O)(=O)c1ccc(N2CCOCC2)c(NC(=O)COc2ccc(C#N)cc2)c1	5	-7	3	-10	-16	1	1	-4	0
CCN(CC)S(=O)(=O)c1cccc(C(=O)NN2Cc3ccccc3C2=N)c1	2	-3	-5	6	-9	-2	9	-2	-8
Cc1ccc2c(c1)/C(=N/O)CCS2	3	-7	-13[fluorescence artefact?]	-6	-13	-1	-5	-8	-6
Cc1cc(O)ccc1C1(c2ccc(O)cc2C)OC(=O)c2ccccc21	9	5	-5	8	7	2	-11	1	1
C=CC[N+]1(CC#Cc2ccccc2)CCCC1	9	2	-7	nt	-15	2	1	2	-1
CCn1c(SCC(=O)c2ccc(F)cc2)nnc1-c1ccoc1C	-8	-3	5	2	1	0	-1	4	-7
CCN(C(=O)CSc1nc2ccccc2c(=O)n1-c1cccc(C)c1)C1CCS(=O)(=O)C1 (stereo not drawn)	10	0	2	-190	63*	-3	1	0	7
COCCCNC(=S)N1CCN(c2nc3ccccc3s2)CC1	7	6	-4	-1	-33	2	2	5	5
Cc1cc(C(=O)NNS(=O)(=O)c2ccc(F)cc2)nn1C(C)(C)C	10	3	-1	-10	-6	-2	-2	8	0
CCOc1cccc2cc(C(N)=O)c(=N)oc12	11	7	-6	6	-9	-1	0	2	2
C=CCOC(=O)C1=C(C)OC(N)=C(C#N)C1c1ccco1 (stereo not drawn)	6	1	-1	-14	-8	-3	-2	0	-5
Cc1ccc(NC(=O)c2ccccc2-c2cc(C)no2)cc1	4	3	-10	30	-25	-2	-3	1	-1
O=C(Nc1ccon1)c1cc2c(s1)CCCCCC2	-4	-4	2	-7	-2	4	-6	3	5
O=C(C1=C[C@@H](C2CCCCC2)C[C@@H](OCc2ccc(CO)cc2)O1)N1CCN(Cc2ccccc2)CC1	10	0	3	-4	nt	2	5	5	3
Cc1nc2scc(-c3ccccc3)c2c(=O)n1N=C1C=CC(=O)C=C1	0	9	-14	-40	-4	4	-5	5	-6
COc1ccc(OCC#CCN2CC(C)OC(C)C2)cc1 (stereo not drawn)	-2	1	39	17	-5	5	-7	-3	-5

Part of the list above in order of count of non-hydrogen atoms, smallest number first.
SMILES	FXIIa inh	p97 ATPase inh	14-3-3 Bad inh	Rad51 HR inh	MDM2 E3 inh	Wee1 degr inh	hK5 inh	eIF4E 4G PPI	FXIa inh
CCCc1cc(=O)[nH]c(SCC(=O)NC)n1	17	-1	2	7	-23	2	-11	-5	2
NC(N)=Nc1nc(-c2ccccc2)c2cc(F)ccc2n1	7	-4	4	-5	-30	-4	-2	3	5
CCn1c(SCC(=O)c2ccc(F)cc2)nnc1-c1ccoc1C	-8	-3	5	2	1	0	-1	4	-7
CCN(CC)S(=O)(=O)c1cccc(C(=O)NN2Cc3ccccc3C2=N)c1	2	-3	-5	6	-9	-2	9	-2	-8
O=C(c1ccccc1)c1ccc(C(=O)N2CCN(c3ccc(F)cc3)CC2)o1	-10	3	-24	-9	-14	-1	5	-4	0

Other structures follow:
SMILES	FXIIa inh	p97 ATPase inh	14-3-3 Bad inh	Rad51 HR inh	MDM2 E3 inh	Wee1 degr inh	hK5 inh	eIF4E 4G PPI	FXIa inh
Cc1ccc(S(=O)(=O)N2CCN(Cc3ccccc3C(F)(F)F)CC2)cc1	25	-2	82*	-2	6	3	-2	10	8
CC1=CC(C)(C)N(C(=O)CN2C(=O)c3ccccc3C2=O)c2ccc(C)cc21	6	-2	7	-4	-2	1	-4	1	2
O=[N+]([O-])c1ccc(S(=O)(=O)CC2CSc3nc4ccccc4n32)cc1 (stereo not drawn)	-2	-4	3[fluorescence artefact?]	1	-7	1	-21	1	-8
CCOc1cccc2sc(NN)nc12	6	0	-26	32	-1	-1	-14	-2	-6
O=C(NNC(=O)c1csc(-c2cccnc2)n1)Nc1ccc(Cl)cc1	15	2	-2	-5	-10	-2	-1	-4	4
CC(C)N1CCC(N2CCN(Cc3cccc4nonc34)CC2CCO)CC1 (stereo not drawn)	10	6	-16	14	-11	2	2	-2	-2
O=C(NC1CCCC1)C(c1ccsc1)N(Cc1ccco1)C(=O)Cc1cccs1 (stereo not drawn)	8	-6	2	-1	-29	-1	2	2	6
Cc1ccccc1Nc1nc(N)nc(CSc2nnc3ccccn23)n1	5	1	-10	7	8	1	10	1	1
O=C(NC1CCN(Cc2ccccc2)CC1)c1cc(Br)c(Br)[nH]1	11	4	-21	5	-13	-1	nt	-1	2
COc1ccc(N2CCN(C(=O)C3CCCO3)CC2)cc1 (stereo not drawn)	12	-2	5	0	-14	-1	-7	12	-1
COc1ccc(N2CCN(C(CNC(=O)C(=O)NCc3ccncc3)c3ccco3)CC2)cc1 (stereo not drawn)	4	6	-16	-3	-7	-3	-3	4	-2
COc1ccc(CCNCC(=O)Nc2ccccc2C(F)(F)F)cc1	5	-3	18	0	10	2	-2	0	-3
O=C(Nc1nc(-c2ccc(Cl)cc2)cs1)C1CCCO1 (stereo not drawn)	5	-2	4	-31	-13	5	0	1	4
CCOc1ccc2[nH]c(=O)c(CN(CCO)C(=O)c3ccc(OC)c(OC)c3)cc2c1	5	-7	-2	nt	-15	2	-22	-3[fluorescence artefact?]	-11
O=C1NCCN(C(=O)CCc2nnc(-c3ccsc3)o2)C1c1ccc(F)cc1 (stereo not drawn)	2	1	-8	-5	9	-1	nt	-2	-4
COc1ccc(-c2c(C(C)=O)c(C)nc3sc4c(=O)[nH]nnc4c23)cc1	8	-5	-9[fluorescence artefact?]	4	-7	-1	-17	-5	5
CC(C)CC(=O)NC(NC(=O)CC(C)C)c1cccc([N+](=O)[O-])c1	0	1	0	-11	-10	0	-47	0	-3
Cc1ccccc1CSCC(=O)NC(=O)NCc1ccco1	3	-2	-19	7	3	0	-40	0	-16
Cc1cc(NC(=O)CSc2nccn2-c2ccc(F)cc2)no1	12	-7	13[fluorescence artefact?]	-3	-6	3	-25	8	14
COc1ccc(-n2nnnc2SCC(=O)NCc2ccco2)cc1OC	16	0	-4	-7	0	0	-16	-6	2
COc1ccc(/C=C2/CCOC2=O)cc1	4	0	-14	-1	-6	-2	-11	9[fluorescence artefact?]	0
O=C(COc1ccccc1)Nc1nnc(-c2ccc(Cl)s2)o1	6	1	2	2	-6	1	-3	-2	0
O=C(NC1CCS(=O)(=O)C1)c1cccnc1 (stereo not drawn)	10	6	13	14	-12	-1	3	-6	0
CC(C)c1cccc(C(C)C)c1NC(=O)c1ccccc1	7	2	-6	3	-3	2	0	-2	2
CC(NC(=S)Nc1ccccc1C(F)(F)F)C1CC2CCC1C2 (stereo not drawn)	-4	-4	2	-2	2	2	-17	1	7
O=S(=O)(N1CCOCC1)N1CCN(c2ccc(F)cc2)CC1	7	4	26	-7	-6	1	-27	0	-6
CNCCCOc1cccc(Oc2ccccc2)c1	9	-1	27	-5	-20	-3	-1	4	-4
O=C(c1cccnc1)N(c1cc2sc(=O)oc2c2ccccc12)S(=O)(=O)c1ccccc1	-10	-3	-2[fluorescence artefact?]	4	1	0	-17	-10	8
COc1ccc(C(=O)/C=C/Nc2c(C)n(C)n(-c3ccccc3)c2=O)c(OC)c1	0	1	-5	-1	-7	1	0	-1	3
Cc1cccn2c(=O)c(C=O)c(N3CCC4(CC3)OCCO4)nc12	10	-9	-4	19	1	0	-9	0	4
COC(=O)C(C)N1CCC(=O)c2ccccc2S1(=O)=O (stereo not drawn)	4	nt	-1	0	9	nt	1	-1	-2
COC(=O)C1=C(C)NC(=O)NC1c1ccc(-c2ccc(F)cc2)o1 (stereo not drawn)	6	-2	-6	-19	11	0	5	-3	0
O=C(NCCCCNC(=O)c1ccc(Br)s1)c1ccc(Br)s1	3	4	9	0	-40	16*	0	-4	-7
